Bioassay records from PubChem.
GLP1R ag = activates the human GLP-1 receptor; Potency, µM (titrated, usually from 45.6 µM), for inactives: at the highest dose activation, actives largely listed as activators; P43220; 0.007% of 380,000 active; HEK293 GLP-1R CRE-luciferase, luminescence, 4-6 h; cells express a hypersensitive GLP-1R form; further: % of control where 0% means no effect
Target sequence (P43220 whole entry, looked up): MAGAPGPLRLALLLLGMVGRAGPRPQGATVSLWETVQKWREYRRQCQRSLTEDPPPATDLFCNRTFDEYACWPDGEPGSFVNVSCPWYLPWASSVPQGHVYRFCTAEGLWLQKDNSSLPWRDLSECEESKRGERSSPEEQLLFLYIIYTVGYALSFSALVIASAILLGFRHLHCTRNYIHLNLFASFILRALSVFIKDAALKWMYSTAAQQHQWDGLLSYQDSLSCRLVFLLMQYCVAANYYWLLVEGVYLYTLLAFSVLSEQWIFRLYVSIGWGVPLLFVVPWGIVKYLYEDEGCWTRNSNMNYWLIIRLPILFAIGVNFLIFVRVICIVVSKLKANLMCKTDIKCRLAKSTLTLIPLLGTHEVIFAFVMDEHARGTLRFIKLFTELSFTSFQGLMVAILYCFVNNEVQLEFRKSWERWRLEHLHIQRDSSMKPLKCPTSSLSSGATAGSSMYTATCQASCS
GLP-1R inv ag = GLP-1 receptor (human) inverse agonism; P43220; HEK293 GLP-1R CRE-luciferase, luminescence, 24 h; GLP-1R form is constitutively active; Potency, µM (series often up to 38.3 µM), inactives show top-dose activity change, negative = inhibition, actives largely listed as inhibitors; 1.6% of 410,000 active; further: on the % scale 0 is the no-effect control and ±100 the full control effect; nearly all actives have a fitted effect of over 55% in size
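Stable HEK293 clone (constitutively active GLP-1R + cAMP-response luciferase); 200 cells/uL plated, 12 h pre-culture, compound 24 hr, 37 deg C/5% CO2; detection reagent 12 min RT; luminescence.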
HEK293 tox = cytotoxicity counter-screen for GLP-1 receptor inverse agonists | Potency, µM (highest dose often 38.3 µM), for inactives: at the highest dose activity change, negative = inhibition, hits mostly inhibitors | HEK293 cAMP-luciferase reporter cells, luminescence, 24 h | 0.13% of 410,000 active | AID 624418;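 further: loss of luciferase light is scored as toxicity; on the % scale 0 is the no-effect control and ±100 the full control effect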
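Cells in DMEM/10% Nu serum/1% pen-strep, 1536-well format. Pre-incubated 12 h, dosed with 23 nL compound, incubated a further 24 h. Luciferase detection, 12 min at room temp, luminescence.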
HT1080-NT tox = kills 2HG-producing HT-1080-NT fibrosarcoma cells; 1.6% of 360,000 active; Potency, µM (titrated, usually from 46.1 µM), for the others: at the highest dose activity, negative = less viability, usual class: cytotoxic; HT-1080-NT fibrosarcoma viability, CellTiter-Glo ATP luminescence, 48 h;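 further: NT is the 2HG producing partner of a matched IDH1 knockdown line; 0% = DMSO-treated cells and -100% = media-only wells without cells; nearly all actives have a fitted effect of over 55% in size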
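Fibrosarcoma NT cells, 750 per well in 5% FBS RPMI, were exposed to compound for 48 hours. Viability: CellTiter-Glo luminescence.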
TDP-43 yeast inh = rescues yeast growth from TDP-43 toxicity | TDP-43 expressing yeast growth rescue, BacTiter-Glo, 24 h | Potency, µM (doses to about 46.1 µM), for inactives: at the highest dose growth rescue (activation), actives largely listed as activators | 1.8% of 410,000 active; further: % of control where 0% means no effect; nearly all actives have a fitted effect of over 50% in size
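Yeast cells expressing TDP-43 under galactose induction are exposed to compounds for 24 hr at 30 deg C. BacTiter-Glo luminescence measures growth, so protective compounds score as activators.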
KB-V1 MDR tox = KB-V1 MDR subline cytotoxicity | KB-V1 MDR cells viability, CellTiter-Glo, 72 h | Potency, µM (doses to about 46.1 µM), for inactives: at the highest dose activity change, negative = cytotoxicity, actives largely listed as cytotoxic | 3.4% of 400,000 active | AID 1347076; further: on the % scale 0 is the no-effect control and ±100 the full control effect; nearly all actives have a fitted effect of over 60% in size
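KB-V1, DMEM (no phenol red) + 10% FBS; cpd pin-transferred, titration series; 72 h, 37 degrees C; CellTiter-Glo, luminescence. Data normalized, curve-fit.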
HT1080 IDH1KD tx = toxicity to HT-1080 IDH1 knockdown cells (counter line). HT-1080 IDH1 knockdown viability, ATP luminescence, 48 h. Potency, µM (titrated, usually from 46.1 µM), for the others: at the highest dose activity, negative = toxicity, usual class: cytotoxic. 2% of 360,000 active;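 further: 0% = DMSO wells and -100% = cell-free medium wells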
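Cytotoxicity counter-line: IDH1KD HT-1080, 48 h, CellTiter-Glo. Curves classed by r2, magnitude and activity.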
KB-3-1 tox = KB-3-1 parental cell cytotoxicity. 1.4% of 400,000 active. Potency, µM (series often up to 46.1 µM), for inactives: top-dose activity change, negative = cytotoxic, usual class: cytotoxic. KB-3-1 viability, CellTiter-Glo ATP luminescence, 72 h; further: on the % scale 0 is the no-effect control and ±100 the full control effect; nearly all actives have a fitted effect of over 60% in size
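Here the drug-naive KB-3-1 line serves as comparator for MDR sub-line selectivity; cells received compound titrations, 72 h at 37 °C, then CellTiter-Glo readout.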
SW480 rerep = inducers of DNA re-replication in SW480 colon cancer cells. SW480 DNA re-replication, Hoechst DNA content imaging, 48 h. Potency, µM (highest dose often 46.1 µM), for the others: at the highest dose re-replication activation, usual class: activators. 1.8% of 340,000 active; further: % of control where 0% means no effect; nearly all actives have a fitted effect of over 55% in size
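Compounds, transferred as 23 nL by pin tool, were incubated with cells for 48 hr; DNA content per nucleus was then quantified by Hoechst staining and fluorescence plate imaging.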
Numbers without * were called inactive; ? = inconclusive; · = not tested or not shown; & = joins results of further samples; [ ] = remark or other dose. The call rests on the fitted dose curve; in most records, active means well fitted curve in the direction sought with a large enough effect; inconclusive means small, poorly fitted or top-dose-only effect, or another doubt; inactive means no such curve, though single readings can be large; an effect the other way counts as inactive or inconclusive. Potency means the concentration at half of the fitted maximal effect.

SMILES | GLP1R ag | GLP-1R inv ag | HEK293 tox | HT1080-NT tox | TDP-43 yeast inh | KB-V1 MDR tox | HT1080 IDH1KD tx | KB-3-1 tox | SW480 rerep
CC(C)(C)c1cc(C(=O)N2CCc3ccccc32)ccn1 | 14.5% | -17.1% | 1.2% | ? | -0.2% | -25.4% | ? | -8.7% | 17.1%
O=C(Nc1cccc(O)c1)N1CCOCC1 | -20.9% | -0.6% | -2.6% | -7.1% | -2.0% | 26.8% | -0.8% | 24.6% | 2.9%
CN1CCN(c2ccc([N+](=O)[O-])cc2C(=O)c2ccc(Cl)cc2)CC1 | -10.5% | ? | -7.2% | 5.8µM* | 2.2% | 4.61µM* | 5.17µM* | 2.31µM* | 8.2µM*
CCOC(=O)C1CCN(C(=O)C2CCN(S(=O)(=O)CC)CC2)CC1 | 1.5% | 0.0% | -6.4% | 8.1% | -9.0% | -5.4% | 7.1% | 5.2% | -0.4%
Cc1ccc(S(=O)(=O)N2CCOCC2)cc1NC(=O)CNCc1ccc(Cl)cc1Cl | 10.9% | ? | -23.9% | -8.1% | 8.5% | -1.0% | -13.5% | -2.0% | 0.9%
CCC1(C)CC(=O)c2c(ccc3oc(C(=O)NCc4ccccc4)c(C)c23)O1 (stereo not given) | · | ? | 5.2% | · | 3.4% | 17.6% | · | -6.1% | ·
Cc1ccc(C)c(N2CCN(C(=O)CN3C(=O)c4ccccc4C3=O)CC2)c1 | -6.8% | -2.3% | -16.9% | -0.8% | -17.5% | 0.6% | 0.3% | -13.0% | -3.0%
CCc1ccc(N(C)S(=O)(=O)c2ccc3[nH]cc(C(=O)NCC4CCCO4)c(=O)c3c2)cc1 (stereo not given) | · | -16.9% | 0.0% | · | 18.1% | 6.9% | · | 2.0% | ·
Cc1nonc1C(=O)N/N=C/c1ccc(O)cc1 | 5.3% | 5.9% | 2.0% | -6.0% | 4.6% | 19.3% | -6.0% | ? | 2.1%
COc1cccc(C(=O)NC2(C(F)(F)F)C(=O)Nc3c2c(=O)[nH]c(=O)n3-c2ccc(C)cc2)c1 (stereo not given) | -1.9% | -3.1% | 2.7% | · | 5.5% | -11.3% | · | 1.0% | ·
O=c1c2ccccc2c(/C=N/c2ncn[nH]2)c(O)n1Cc1ccccc1 | 21.6%&1.1% | ? | 13.0%&-4.7% | ? | -10.5%&4.4% | ? | ? | -6.2%&-17.5% | ?
CCc1cccc(C)c1NC(=O)COC(=O)Cc1ccccc1 | 2.9% | 5.6% | 7.2% | 4.7% | 18.6% | 4.1% | 0.0% | -0.4% | ·
CC1=C(C(=O)N2CCOCC2)C(c2cccc(C)c2)NC(=S)N1 (stereo not given) | -2.0% | 14.8% | -1.7% | -10.7% | -0.1% | 3.0% | -2.6% | 13.6% | 1.3%
CCc1ccc2[nH]c(O)c(N=Nc3nc(-c4ccccc4)cs3)c2c1 | -34.6%[inhibitor] | -21.0% | -3.5% | ? | -4.0% | ? | ? | ? | -3.3%
Cc1c(C(=O)Nc2ccc(F)c(Cl)c2)sc2nc3n(c(=O)c12)CCC3 | · | 15.8% | -1.4% | · | 12.5% | ? | · | -14.9% | ·
CCOCCCN(CCC#N)S(=O)(=O)c1ccc(S(=O)(=O)N2CCCC2)cc1 | -2.9% | -13.5% | 9.5% | 1.4% | -13.4% | 25.9µM* | 3.9% | -11.8% | 0.6%
O=C(c1ccccc1[N+](=O)[O-])N1CCN(c2ccc(N3CCOCC3)nn2)CC1 | 3.2% | 2.6% | -19.2% | 3.1% | -3.8% | -1.4% | -1.1% | 12.7% | -0.4%
CCOC(=O)c1nnn(-c2nonc2N)c1CN(CC)c1ccccc1 | 7.9% | ? | 0.2% | -0.3% | 14.3% | -20.6% | -4.9% | 0.1% | -6.9%
CCOC(=O)Cc1csc(NC(=O)c2c(C)noc2C)n1 | 11.5% | 7.5% | 17.3% | -2.5% | 4.3% | -0.3% | -0.4% | ? | -17.4%
Cc1cccc(C)c1OCC(=O)N(Cc1cccs1)C1CCS(=O)(=O)C1 (stereo not given) | 2.5% | ? | -18.7% | 1.5% | 8.9% | -7.2% | -0.5% | -0.2% | 22.3%
O=C(CCCCCN1C(=O)c2ccccc2C1=O)NCc1ccco1 | -1.1% | -5.7% | 10.0% | 2.0% | 24.0% | 14.9% | 16.0% | 15.0% | 1.6%
COc1ccc(CNC(=O)[C@@H]2CC=C[C@@H]3CCN(Cc4ccc(Cl)c(Cl)c4)C(=O)[C@@H]32)cc1 | 6.8% | ? | -17.7% | -12.3% | ? | ? | -5.4% | ? | 9.6%
Cc1cccc(N(C)c2ccc3cc(S(=O)(=O)N4CCCC4)ccc3n2)c1 | 10.5% | ? | -5.1%&0.9% | -10.0% | -0.4%&12.6% | ? | -9.5% | -1.4%&4.9% | 1.5%
O=C(/C=C\Nc1cccc(F)c1)c1cccs1 | -26.2% | -26.1% | -1.4% | -5.1% | -2.0% | 0.5% | -0.2% | -11.3% | -3.2%
CC(C)C(c1nnnn1C1CCCC1)N1CCN(C(=O)c2ccco2)CC1 (stereo not given) | 0.7% | 9.2% | -6.1% | -7.8% | -10.2% | -22.2% | -2.1% | 0.2% | 18.8%

Quoted from the results shown (5 entries):
SMILES | GLP1R ag | GLP-1R inv ag | HEK293 tox | HT1080-NT tox | TDP-43 yeast inh | KB-V1 MDR tox | HT1080 IDH1KD tx | KB-3-1 tox | SW480 rerep
CC(C)(C)c1cc(C(=O)N2CCc3ccccc32)ccn1 | 14.5% | -17.1% | 1.2% | ? | -0.2% | -25.4% | ? | -8.7% | 17.1%
O=C(Nc1cccc(O)c1)N1CCOCC1 | -20.9% | -0.6% | -2.6% | -7.1% | -2.0% | 26.8% | -0.8% | 24.6% | 2.9%
CN1CCN(c2ccc([N+](=O)[O-])cc2C(=O)c2ccc(Cl)cc2)CC1 | -10.5% | ? | -7.2% | 5.8µM* | 2.2% | 4.61µM* | 5.17µM* | 2.31µM* | 8.2µM*
CCOC(=O)C1CCN(C(=O)C2CCN(S(=O)(=O)CC)CC2)CC1 | 1.5% | 0.0% | -6.4% | 8.1% | -9.0% | -5.4% | 7.1% | 5.2% | -0.4%
Cc1ccc(S(=O)(=O)N2CCOCC2)cc1NC(=O)CNCc1ccc(Cl)cc1Cl | 10.9% | ? | -23.9% | -8.1% | 8.5% | -1.0% | -13.5% | -2.0% | 0.9%

New compounds follow.
SMILES | GLP1R ag | GLP-1R inv ag | HEK293 tox | HT1080-NT tox | TDP-43 yeast inh | KB-V1 MDR tox | HT1080 IDH1KD tx | KB-3-1 tox | SW480 rerep
COc1cccc(-c2cc(C(=O)NCCc3ccc(OC)c(OC)c3)no2)c1 | · | 18.1% | 7.8% | · | 4.1% | -1.1% | · | 12.1% | ·
COc1ccc2c(c1)OC[C@H]1[C@H]2N2C(=O)c3cc(Br)ccc3NC(=O)[C@@]2(C)[C@H]1c1ccccc1 | -1.0% | ? | 0.4% | 5.1% | ? | 13.5% | -2.3% | 0.0% | ?
CCCCN(CCCC)CCNC(=O)c1cn(C)c2ccc(S(=O)(=O)N3CCCC3)cc2c1=O | -4.3% | 20.2%&1.7% | -2.5%&-4.9% | -3.0% | -7.6%&-31.9% | ? | 2.5% | 13.9%&-1.2% | -30.5%[inhibitor]
Fc1ccc(-n2cc(-c3ccccc3)c3c(NN4CCOCC4)ncnc32)cc1 | 11.1% | 0.0% | ? | 10.9% | 27.4% | 7.31µM* | 5.0% | ? | -6.0%
CCOC(=O)C[C@H]1c2ccc(C(F)(F)F)cc2S(=O)(=O)N1c1ccccc1 | 4.8% | 2.6% | 3.2% | -8.0% | ? | ? | 0.9% | 1.3%&-6.1% | 0.2%
O=C(CSc1ncn[nH]1)N/N=C/c1ccc(Br)cc1 | 11.1% | 5.7% | -15.4% | 12.0% | 10.5% | 17.8% | 6.7% | 3.0% | -13.0%
COc1ccc(C(C#N)Nc2ccc(C)cc2)cc1 (stereo not given) | -5.3% | 0.0% | -15.9% | ? | 1.1% | 1.2% | 4.2% | 5.8% | -5.1%
Cc1ccc(C(=O)CNc2ccc(C)cc2C)cc1 | 0.0% | -13.0% | 10.6% | 7.8% | ? | -6.4% | 14.0% | 15.8% | 2.9%
CCn1c(SCCC(=O)O)nnc1-c1cccnc1 | 3.0% | 9.3% | 1.9% | 19.0% | 1.2% | 22.9% | 18.1% | -6.1% | -4.9%
COc1ccc(S(=O)(=O)NCc2cccn2Cc2cccc(C)c2)cc1OC | · | ? | 6.1% | · | 35.5µM* | ? | · | ? | ·
CC12CCC(=O)C=C1CCC1C2C(O)CC2(C)C1CCC2(O)C(=O)COC(=O)COCC(=O)O (stereo not given) | 0.8% | -19.3% | -0.2% | ? | 7.1% | 3.8% | ? | -11.1% | 2.7%
Cc1ccc(S(=O)(=O)c2c[nH]c3ccc(C)cc3c2=O)cc1 | 2.1% | -5.9% | 2.1% | 15.6% | 0.5% | -21.2% | 20.8% | -2.2% | -7.3%
CCOC(=O)c1c(CN2CCN(CCO)CC2)n(-c2ccccc2)c2cc(Br)c(O)cc12 | 15.7% | 2.24µM* | ? | ? | -1.0% | -4.4% | 23.1µM* | -10.5% | ?
CCCCn1c(=S)[nH]c2ncccc2c1=O | -5.8% | 43.9%[activator] | -3.3% | 0.8% | 23.4% | 4.3% | 0.9% | -12.2% | -3.0%
CCOC(=O)[C@@H]1[C@H]2COc3ccccc3[C@@H]2N2C(=O)N(c3ccc(C)cc3)C(=O)[C@@]12C | 5.6% | 8.2% | -13.8% | -8.3% | 26.6% | 3.1% | 2.1% | 14.4% | -13.5%
Cc1[nH]c2ccccc2c1/C=N/NC(=S)NC(C)C | 15.1% | ? | ? | ? | ? | ? | ? | -3.9% | -0.6%
CN1CCN(C(=O)C23CC4CC(C2)CC(c2ccccc2)(C4)C3)CC1 | 2.7% | ? | -2.8%[7.66 µM] | -25.3% | -2.7%[9.22 µM] | 2.4% | 0.4% | -1.7% | 8.7%
CCC(=O)n1nc(-c2ccc(Cl)cc2)nc1N | -0.8% | 0.1% | -2.0% | -4.3% | 21.7% | -22.9% | -5.0% | ? | -3.2%
COC(=O)c1ccc(C(=O)N(CCN(C)C)c2nc3c(Cl)cccc3s2)cc1 | -6.0% | -27.4% | -2.4% | 9.9% | 13.5% | ? | 1.1% | 1.8% | -19.6%
